Tb PYK inh: inhibitors of Trypanosoma brucei pyruvate kinase. Q57TT1. TbPYK enzyme, Kinase-Glo Plus ATP luminescence, 45 min. Potency, µM (doses to about 76.8 µM), for the others: top-dose activity, negative = inhibition, usual class: inhibitors. hit rate 0.12% among 410,000; also: potency is read from the fitted curve at half-maximal effect; % is scaled to controls: 0 for no effect and ±100 for the full control effect; nearly all actives have a fitted effect of over 50% in size
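ADP (130 uM final) triggers the TbPYK reaction after compound addition; incubation is 45 min at room temperature. Kinase-Glo Plus is then added and luminescence imaged. Normalized data are fitted to concentration-effect curves.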
Shiga inhibitor: blocks Shiga toxin action in Vero cells. Vero cells, Shiga toxin protein synthesis inhibition reporter. inhibition, % at 38.7 µM. hit rate 9.2% among 290,000; in the data active = inhibition mostly above about 28%, no sharp cut-off; inactive = mostly below about 43%; also: 0% is about no effect
CHX counter: counter-screen hit for Shiga toxin inhibitors, cycloheximide; AID 2314; cell reporter, cycloheximide protein synthesis inhibition counterscreen; max response, %; hit rate 12% among 300,000; in the data active = max response mostly above about 13%, no sharp cut-off; inactive = mostly below about 14%; also: read at 38.3 µM for the half of the compounds with a filed dose; 0% is about no effect
AMA1-RON2 inh: inhibitors of Plasmodium falciparum AMA1-RON2 interaction; AID 720542; Potency, µM (highest dose often 58.2 µM), inactives show top-dose activity change, negative = inhibition, most hits filed as inhibitors; hit rate 0.2% among 360,000; AlphaScreen AMA1-biotinylated RON2 peptide binding;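 also: potency is read from the fitted curve at half-maximal effect; 0% = vehicle wells and -100% = peptide control; nearly all actives have a fitted effect of over 45% in size; some results filed as inactive show a strong effect at the top dose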
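AMA1 (3D7) with his tag at 25 nM final met compounds first, then biotinylated RON2 peptide at 25 nM; detection used donor plus acceptor beads, 10 µg/mL apiece, read by AlphaScreen after 30 min at room temperature.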
Pf growth 48h: P. falciparum growth inhibition at 48 hours (one generation); Potency, µM (doses to about 28.7 µM), for the others: top-dose activity change, negative = inhibition, hits mostly inhibitors; P. falciparum luciferase growth in erythrocytes, 48 h; hit rate 5.9% among 310,000; also: potency is read from the fitted curve at half-maximal effect; % is scaled to controls: 0 for no effect and ±100 for the full control effect
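First compound was added to culture medium, then infected red cells at 0.1% parasitemia and 2% hematocrit (final). After incubation at 37 C under 5% CO2, luciferase detection reagent was dispensed and light output recorded.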
Pf growth 96h: P. falciparum growth inhibition at 96 hours; P. falciparum luciferase reporter growth, 96 h; Potency, µM (highest dose often 28.7 µM), without a hit: at the highest dose activity change, negative = inhibition, most hits filed as inhibitors; hit rate 6.9% among 320,000; also: potency is read from the fitted curve at half-maximal effect; % is scaled to controls: 0 for no effect and ±100 for the full control effect
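Two-generation exposure (96 h) targets delayed-death phenotype. Reporter parasites carrying integrated firefly luciferase, in red cells at 2% hematocrit and 0.05% parasitemia final, kept at 37 C, 5% CO2; luminescence loss indicates inhibition.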
LmPK inh: inhibitors of Leishmania mexicana pyruvate kinase | Q27686 | purified LmPK, Kinase-Glo ATP luminescence, 1 h | Potency, µM (highest dose often 57.5 µM), for inactives: top-dose activity change, negative = inhibition, hits mostly inhibitors | hit rate 0.37% among 290,000; also: potency is read from the fitted curve at half-maximal effect; % is scaled to controls: 0 for no effect and ±100 for the full control effect
Target sequence (Q27686 whole entry, looked up): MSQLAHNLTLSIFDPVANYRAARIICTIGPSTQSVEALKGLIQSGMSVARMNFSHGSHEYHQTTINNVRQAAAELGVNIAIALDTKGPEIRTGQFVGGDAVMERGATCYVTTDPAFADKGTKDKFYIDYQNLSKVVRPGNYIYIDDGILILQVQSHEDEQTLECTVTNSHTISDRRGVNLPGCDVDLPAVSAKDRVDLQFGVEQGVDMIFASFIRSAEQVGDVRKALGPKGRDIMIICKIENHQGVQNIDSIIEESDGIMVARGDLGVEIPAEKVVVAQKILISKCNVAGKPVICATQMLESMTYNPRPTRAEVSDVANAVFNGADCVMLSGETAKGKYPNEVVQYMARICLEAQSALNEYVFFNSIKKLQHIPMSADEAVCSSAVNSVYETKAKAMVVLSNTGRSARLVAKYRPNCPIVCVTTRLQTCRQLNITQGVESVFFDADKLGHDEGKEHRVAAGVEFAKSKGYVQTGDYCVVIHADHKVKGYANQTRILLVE
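Purified LmPK (0.1 nM) with 0.5 mM PEP and 0.1 mM ADP in imidazole buffer pH 7.2 with MgCl2/KCl, 1 h at room temperature. ATP formed was read by luciferase luminescence and normalized to no-enzyme and uninhibited controls.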
* marks the source's active call; other numbers are inactive results; ? = inconclusive; nt = no result given; & = joins results of further samples; [ ] = remark or other dose. Unless noted, calls follow the shape of the dose curve; as a rule, active = well fitted curve in the direction sought with a large enough effect; inconclusive = small, poorly fitted or top-dose-only effect, or another doubt; inactive = no such curve, though single readings can be large; an effect the other way counts as inactive or inconclusive.

entry | structure | Tb PYK inh | Shiga inhibitor | CHX counter | AMA1-RON2 inh | Pf growth 48h | Pf growth 96h | LmPK inh
1 | CCCNC(=O)COc1coc(CN2CCN(c3cccc(Cl)c3)CC2)cc1=O | -5% | -5 | -4 | -1% | -16% | 10µM* | -7%
2 | COc1cccc(CN2CC(C(=O)N(C)Cc3[nH]c4ccccc4c3C)CCC2=O)c1 (centres undefined) | 1% | -1 | -1 | -15% | -21% | 19% | 7%
3 | CN1CCN(C(=O)CCn2nc(-c3ccccc3)c3ccccc3c2=O)CC1 | -5% | 20 | -1 | 0% | 6% | 51%[activator] | 1%
4 | CCN1C(=O)N[C@@H](c2ccco2)C(C(=O)OC)=C1C | 7% | nt | nt | 0% | nt | nt | -2%[11.5 µM]
5 | COC(=O)c1sc(NC(=O)CSc2nc3cccnc3n2C2CCCCC2)nc1C | 5% | -18 | -5 | 0% | -9% | nt | 5%
6 | O=C(NC1CC2CCCC(C1)N2C(=O)Nc1ccc(F)cc1)c1ccccc1 (centres undefined) | -10% | -4 | -3 | 4% | -18% | -5% | -2%
7 | CC1(C)CC(=O)C=C(C(=O)N2CCCC(C(=O)c3cccc(C(F)(F)F)c3)C2)O1 (centres undefined) | -2% | 10 | 12 | 13% | -26% | ? | -7%
8 | CCCCCCCNC(=O)C1(CC2CC(c3ccc(Cl)cc3)=NO2)CCN(C(=O)C2(C)CC2)CC1 (centres undefined) | -6% | 5 | -1 | -6% | ? | ? | -2%
9 | O=C(CSc1nnnn1C1CCCCC1)Nc1ccc2c(c1)OCO2 | -23% | 52 | -2 | -9% | 9% | 163%[activator] | 3%
10 | COc1ccc(-c2nc(SC(C)C(=O)c3c(N)n(C)c(=O)n(C)c3=O)n[nH]2)cc1 (centres undefined) | 0% | nt | nt | 4% | -29% | ? | nt
11 | Cc1ccc(C)n1-c1ccc(C(=O)NCC2CCCO2)cc1 (centres undefined) | -12% | 28 | -1 | 2% | -11% | 10µM* | 0%
12 | COc1cc(C(=O)N2CCN(c3ccccc3Cl)CC2)ccc1OCC(=O)N1CCOCC1 | 0% | nt | nt | 0% | ? | ? | nt
13 | CCCn1c(SCC(=O)Nc2cc(S(=O)(=O)N3CCCCC3)ccc2C)n[nH]c1=O | 3% | nt | nt | -4% | -20% | ? | nt
14 | COc1c(C=O)c(CCN(C)C(=O)c2ccc(F)cc2)cc2c1OCO2 | -3% | -3 | -3 | 6% | 73%[activator] | 97%[activator] | -1%
15 | Cc1ccc(S(=O)(=O)N2CCOCC2)cc1C(=O)NC1CCCCC1 | 0% | -5 | 1 | 11% | ? | -30% | 4%
16 | Fc1ccc(-n2c(Cc3cccs3)n[nH]c2=S)cc1Cl | ? | -3 | -1 | 115%[activator] | 7% | ? | -21%
17 | Cc1sc(N/N=C/c2cccnc2)nc1-c1ccccc1 | 2% | 48* | 25* | 13% | 9.3µM* | ? | 6%
18 | CCOc1ccc(NC(=O)CSc2nc3ccccc3c(=O)n2Cc2cccs2)cc1 | -3% | -11 | -4 | 0% | 0% | -15% | 3%
19 | Cc1ccnc(NS(=O)(=O)c2ccc(NC(=O)c3ccc(Br)o3)cc2)n1 | 4% | -2 | 3 | -11% | -17% | -25% | 1%
20 | CC(=O)c1cccc(NC(=O)CN2C(=O)COc3ccc(Cl)cc32)c1 | 8% | -8 | -2 | -10% | -15% | nt | 4%
21 | CCC(C(=O)NCc1ccco1)n1nc(-c2ccc(OC)cc2)ccc1=O (centres undefined) | -5% | -14 | 0 | 3% | ? | 0% | -3%
22 | CCOP(=O)(OCC)C(C)(C)NC(=O)c1cc([N+](=O)[O-])cc([N+](=O)[O-])c1 | 3% | 3 | 1 | 26% | nt | ? | 5%
23 | CCC(=O)OCC(=O)N=c1sccn1Cc1ccccc1Cl | -6% | -20 | -4 | 5% | ? | ? | 1%
24 | CSCCC(NC(=O)c1ccc(Cl)cc1Cl)C(=O)N1CCCCCCC1 (centres undefined) | 0% | nt | nt | -4% | ? | -1% | nt
25 | CCCOC(=O)C1=C(C)N(C)C(=O)NC1c1cc2c(cc1[N+](=O)[O-])OCO2 (centres undefined) | -23% | -3 | -1 | ? | -5% | ? | 0%
26 | CC(C)(C)c1ccc(-c2cc(N)n[nH]2)cc1 | 2% | 25 | 13 | 25% | nt | 19% | 3%
27 | C1CSC2(N1)C1CC3CC(C1)CC2C3 (centres undefined) | -4% | -11 | -3 | 7% | 35%[activator] | -4% | -9%
28 | O=C(CN1C(=O)CSc2ccccc21)N/N=C/c1ccco1 | -5% | -6 | -2 | -9% | 13% | 22% | 1%
29 | N#Cc1nc(-c2ccco2)oc1N1CCC(Cc2ccccc2)CC1 | -8% | -3 | -4 | ? | nt | -37% | 3%
30 | C/C(=N\NC(=O)c1ccccc1)c1nc2ccccc2n1C | 4% | 35 | 13 | 91%[activator] | -84% | 0% | 5%
31 | O=C(Nc1cc(C(F)(F)F)ccc1N1CCCC1)C1=COCCO1 | -6% | nt | nt | 5% | 15% | 22% | nt
32 | O=C(c1ccccc1F)N1CCC2(CC1)OCCO2 | -8% | 17 | -2 | 0% | -1% | 2% | 0%
33 | CCC(C(=O)NCCc1ccc(C)cc1)n1nc(C)c2c(C)n(-c3ccccc3)nc2c1=O (centres undefined) | -11% | -3 | 2 | 7% | ? | 0% | 1%
34 | CCOc1ccc(C2/C(=C(/O)c3ccc(OC)cc3)C(=O)C(=O)N2c2cc(C)on2)cc1OC (centres undefined) | 0% | -19 | -5 | -5% | nt | 46%[activator] | 5%
35 | Fc1ccc(C2CC(c3ccccc3)n3ncnc3N2)cc1 (centres undefined) | -3% | -18 | -4 | 5% | -7% | nt | -2%
36 | CC(C)CCNC(=O)CCC(=O)NNc1nc2ccccc2c2nc(-c3ccccc3)nn12 | 7%&-2% | -3 | 5 | 96%[activator] | 15% | 10µM* | -1%
37 | Clc1ccc(OCc2nnc(SCc3nc4ccccc4[nH]3)n2Cc2ccco2)cc1 | -7% | -14 | -7 | 61%[activator] | ? | -16%[5.75 µM] | 5%
38 | COc1ccc(-n2c(SCC(=O)N3CCOCC3)nc(O)c(Cc3ccccc3)c2=O)cc1 | -4% | -4 | -4 | 1% | nt | nt | -4%
39 | CC(=O)c1c(COC(=O)c2ccccc2Cl)nc2ccccc2[n+]1[O-] | -1% | 10 | 3 | -15% | 20% | -4% | 5%
40 | Nc1nonc1C(=O)NCCNCc1ccccc1OCc1ccc(F)cc1 | 4% | -10 | -10 | 0% | ? | -44% | 0%
41 | O=C(O)CN1C(=O)/C(=C\c2cn(-c3ccccc3)nc2-c2ccccc2)SC1=S | -32% | -13 | -3 | -14% | -47% | ? | -1%
42 | O=C(NC1CN2CCC1CC2)c1cc(Cl)c([N+](=O)[O-])c2nc[nH]c12 (centres undefined) | 3% | -4 | -1 | -7% | -15% | -8% | -2%
43 | COc1ccc(NC(=O)C2C3CCC(O3)C2C(=O)O)cc1OC (centres undefined) | -3% | -6 | -3 | -19% | 7% | 0% | -9%
44 | N#Cc1sc2nc(-c3ccccc3)cc(C(F)(F)F)c2c1N | 1% | -6 | -5 | 6% | -4% | -27% | 4%
45 | Cn1c(=O)c(Cc2ccccc2)c(O)c2ccccc21 | -3% | -12 | -3 | 6% | -3% | nt | 8%
46 | O=C(Nc1ccccc1)/C(=C\c1cccs1)NC(=O)c1ccccc1 | 0% | -3 | 3 | -1% | 20% | 1.5µM* | 2%
47 | COc1ccc(CC(=O)OCC(=O)NC2CCCCC2)cc1 | 4% | nt | nt | -3% | 34%[activator] | 39%[activator] | nt
48 | COc1cccc(-c2cc(C(F)(F)F)nc(N3CCC(C)CC3)n2)c1 | 3% | -4 | -4 | 25% | ? | 20% | -6%
49 | CCN1CCOC(CC(=O)Nc2ccc([N+](=O)[O-])cc2)C1=O (centres undefined) | 1% | -4 | 1 | -15% | 60%[activator] | 57%[activator] | -3%
50 | Cc1ccc(C)c(NC(=S)NCc2ccccc2)c1 | 3% | -6 | -4 | 10% | ? | -27% | -2%
51 | CCc1ccc(CNC(=O)CCC(=O)N2Cc3cccc(OC)c3Oc3ncccc32)cc1 | -6%&1% | -1 | 10 | -1% | ? | -22% | 3%
52 | COc1ccc(-c2noc(N3CCC(C(=O)NCCCN4CCC(C)CC4)CC3)n2)cc1 | -7% | 5 | 8 | 2% | 7% | ? | 0%
53 | CCOc1cc(/C=C2\SC(=S)N(N3CCOCC3)C2=O)ccc1O | -3% | -6 | -6 | -7% | -1% | 21% | 1%
54 | C=CCN1C(=NC(=O)COc2ccc(Cl)cc2)SC2CS(=O)(=O)CC21 (centres undefined) | 1% | -3 | -3 | -3% | 6% | 0% | 3%
55 | Clc1ccc(/C=C/c2nc3ccccc3[nH]2)cc1 | ? | -12 | 7 | 8% | -85% | -54% | 8.9µM*
56 | CC1CC(C)CN(c2ccc(-n3cnnn3)cc2[N+](=O)[O-])C1 (centres undefined) | -5% | -7 | -1 | -17% | -6% | 54%[activator] | 0%
57 | CN(C)S(=O)(=O)c1ccc(S(=O)(=O)N2CCN(CCC#N)CC2)cc1 | 0% | -8 | -4 | 20% | 2% | 60%[activator] | -3%
58 | CN(CC(=O)Nc1ccccc1Cl)C(=O)c1cc(C2CC2)nn1-c1ccccc1 | -9% | nt | nt | 0% | -1% | 14% | nt
59 | CCOC(=O)N1CCN(/C=C(\C#N)c2nc3ccccc3s2)CC1 | -7% | 82* | 15* | 8% | 6% | -24% | 2%
60 | CCOC(=O)C1(c2ccccc2)NC(c2ccccc2C)C2C(=O)N(c3ccc4c(c3)OCO4)C(=O)C21 (centres undefined) | 0% | 18 | -9 | -1% | ? | ? | 7%

In another format: entries from further up.
[59] CCOC(=O)N1CCN(/C=C(\C#N)c2nc3ccccc3s2)CC1
- Tb PYK inh: -7%
- Shiga inhibitor: 82*
- CHX counter: 15*
- AMA1-RON2 inh: 8%
- Pf growth 48h: 6%
- Pf growth 96h: -24%
- LmPK inh: 2%

[40] Nc1nonc1C(=O)NCCNCc1ccccc1OCc1ccc(F)cc1
- Tb PYK inh: 4%
- Shiga inhibitor: -10
- CHX counter: -10
- AMA1-RON2 inh: 0%
- Pf growth 48h: ?
- Pf growth 96h: -44%
- LmPK inh: 0%

(listing goes on)
entry | structure | Tb PYK inh | Shiga inhibitor | CHX counter | AMA1-RON2 inh | Pf growth 48h | Pf growth 96h | LmPK inh
61 | c1ccc2c(c1)CCN(C1CCCCC1)C2 | 3% | -15 | -3 | -24% | ? | ? | -3%
62 | O=C(COC(=O)/C=C/c1cccc(Br)c1)NCCC1=CCCCC1 | -8% | -11 | -3 | -5%[11.6 µM] | 26% | -25% | 2%
63 | CC(C)NC(=O)CN1CCC(c2nc3ccccc3[nH]2)CC1 | 0% | 14 | 1 | -4% | 21% | 4% | -8%
64 | COc1cc(CNCc2ccccn2)ccc1OCc1ccccc1Cl | -8% | 33 | 13* | -2% | ? | ? | 0%
65 | Cc1ccc(NC(=O)CCN2C(=O)c3cccc4cccc(c34)C2=O)cc1 | -1% | -4 | -4 | 21% | 0% | ? | 11%

From PubChem BioAssay
